Compound activity as filed in PubChem BioAssay.
TRPV1 agonist: human TRPV1 agonism; AID 540275; Q8NER1; TRPV1-expressing cells, Fluo-8 calcium influx, agonist mode; 320,000 compounds, 0.19% hits; activation, % at 8.33 µM; in the data active = activation above about 80%; inconclusive = between about 30% and that limit; also: 0% is about no effect
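TRPV1-expressing cells were cultured overnight at 35.5C and loaded with Fluo-8 calcium dye for 40 to 90 min at room temperature. After a 10 s baseline, compound was added and calcium influx was read kinetically for 3 min (ex 480/em 520 nm).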
GALK inhibitor: galactokinase (human) inhibition. Potency, µM (top dose mostly 57.5 µM), without a hit: at the highest dose activity change, negative = inhibition, hits mostly inhibitors. 270,000 compounds, 0.007% hits. P51570. Purified GALK, Kinase-Glo residual ATP luminescence; also: potency is read from the fitted curve at half-maximal effect; % is scaled to controls: 0 for no effect and ±100 for the full control effect
Target sequence (P51570 whole entry, looked up): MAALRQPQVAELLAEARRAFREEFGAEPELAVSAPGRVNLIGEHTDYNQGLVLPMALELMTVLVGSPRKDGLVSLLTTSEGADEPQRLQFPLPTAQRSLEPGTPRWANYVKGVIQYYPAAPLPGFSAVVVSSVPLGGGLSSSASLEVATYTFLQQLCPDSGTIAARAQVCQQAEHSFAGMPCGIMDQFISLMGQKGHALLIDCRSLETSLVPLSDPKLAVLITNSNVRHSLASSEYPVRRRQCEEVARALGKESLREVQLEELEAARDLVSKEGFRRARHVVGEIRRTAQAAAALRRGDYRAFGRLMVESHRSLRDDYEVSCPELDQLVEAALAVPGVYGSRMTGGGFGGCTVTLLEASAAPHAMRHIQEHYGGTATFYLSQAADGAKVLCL
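Quantitative HTS: GALK 5 nM, ATP 35 uM, galactose 100 uM, 1 h room temperature, then luciferase-based ATP detection.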
S-ASM inh: blocks human secretory acid sphingomyelinase; Potency, µM (top dose mostly 57.5 µM), without a hit: at the highest dose activity change, negative = inhibition, most hits filed as inhibitors; 340,000 compounds, 0.006% hits; P17405; placental ASM, HMU-PC fluorogenic substrate, 60 min; also: potency is read from the fitted curve at half-maximal effect
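Fluorescence read-out (Ex 386 nm, Em 447 nm) after stopping the reaction at pH 10. Enzyme: ASM from human placenta; substrate HMU-PC0, 9 uM final; 60 min, 37 °C. Compound preincubation 10 min, ambient temperature.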
Coupling enz: coupling enzyme interference in Giardia aldolase counter-screen; coupling enzyme system counterscreen, AmpLite Red fluorescence; 290,000 compounds, 0.67% hits; activity change, negative = inhibition, % at 58.2 µM, hits read low; AID 2472; in the data active = activity change below about -30%; also: % is scaled to controls: 0 for no effect and ±100 for the full control effect
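Compounds tested against the coupling enzymes alone at 57.5 uM final; readout was AmpLite Red fluorescence (525/598 nm) after 20 min at RT.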
KCNH2 3.1 inh: blocks the human KCNH2 3.1 channel isoform; activity change, % (tested at about 1.8 µM); 340,000 compounds, 0.95% hits; U2OS KCNH2 3.1, thallium flux FluxOr; active compounds read low; AID 720553;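 active = maximum activity change below -70%; inconclusive = maximum activity change from -70% to -50%; inactive = maximum activity change above -50%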;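 also: thallium influx rate constant from kinetic fluorescence after stimulation buffer; % is scaled to controls: 0 for no effect and ±100 for the full control effect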
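Steps: virus added to U2OS suspension (4 h, RT, dark); medium with 10% FBS added, cells plated, 37 C overnight; FluxOr/Red40 loading buffer 45 min RT; stimulation buffer, 2 min kinetic read; rate constant normalized.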
a7 integrin act: integrin-mediated muscular dystrophy alleviation activation | alpha7betagal myoblasts, beta-gal FDG fluorescence, 48 h | Potency, µM (top dose mostly 38.3 µM), without a hit: top-dose activation, hits mostly activators | 350,000 compounds, 0.064% hits | AID 624291;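 also: potency is read from the fitted curve at half-maximal effect; 100% = response of the positive control SU9516; nearly all actives have a fitted effect of over 60% in size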
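Alpha7betagal+/- myoblasts (passage 13) were plated 16-24 hr, then exposed to compounds (1:260 dilution of DMSO stock) for 48 hours at 37C. After MPER lysis, β-galactosidase reporter activity was read as FDG fluorescence (ex 480/em 540) after 30 minutes.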
MBNL1-CUG inh: MBNL1-poly(CUG) RNA binding inhibition | Q9NR56 | TR-FRET MBNL1-His/biotin-(CUG)12 binding, 665/545 ratio | Potency, µM (highest dose often 57.5 µM), for inactives: at the highest dose activity change, negative = inhibition, actives largely listed as inhibitors | 280,000 compounds, 0.036% hits; active = well fitted inhibition curve with a large enough effect in the signal ratio, with a control signal flat, not every such curve was filed as active; inconclusive = small, poorly fitted or top-dose-only effect, or effect the other way, or a change in a side signal; inactive = no such curve, though single readings can be large or run the other way; the % refers to the signal ratio; also: potency is read from the fitted curve at half-maximal effect; % is scaled to controls: 0 for no effect and ±100 for the full control effect
Target sequence (Q9NR56 whole entry, looked up): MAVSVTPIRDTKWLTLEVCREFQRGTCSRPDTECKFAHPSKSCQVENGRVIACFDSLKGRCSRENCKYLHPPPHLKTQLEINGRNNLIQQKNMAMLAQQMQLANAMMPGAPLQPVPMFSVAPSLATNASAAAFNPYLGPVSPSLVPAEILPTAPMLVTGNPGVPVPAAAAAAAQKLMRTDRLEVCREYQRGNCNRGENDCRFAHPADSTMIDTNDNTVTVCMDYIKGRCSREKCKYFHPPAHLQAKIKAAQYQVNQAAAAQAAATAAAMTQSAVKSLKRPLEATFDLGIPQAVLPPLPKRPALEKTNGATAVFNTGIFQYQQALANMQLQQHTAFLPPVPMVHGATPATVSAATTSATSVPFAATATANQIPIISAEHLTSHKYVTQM
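Ratiometric TR-FRET (665 over 545 nm, excitation 340 nm) tracks disruption of MBNL1-His/biotin-(CUG)12 complex after 60 min at room temperature, with compounds at 92 nM to 58 uM final.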
A-T KAP1 phos: candidate therapy for ataxia-telangiectasia; Potency, µM (series often up to 57.5 µM), inactives show top-dose activation, hits mostly activators; 320,000 compounds, 0.19% hits; […] A-T fibroblasts, KAP-1 phosphorylation AlphaLISA; neocarzinostatin DNA damage 30 min before lysis; also: potency is read from the fitted curve at half-maximal effect; % of control where 0% means no effect; nearly all actives have a fitted effect of over 45% in size
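hTERT-immortalized A-T patient fibroblasts ([…]), 500 cells/well in OPTI-MEM, 1% FBS, got compounds for 60 min, then NCS for 30 min at 37C. Lysates were then assayed for phospho-KAP-1 by AlphaLISA (anti-pKAP1 donor, anti-KAP1 acceptor beads), 6 hr at 25C.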
CXXC DNA block: MLL CXXC-DNA interaction inhibition; Q03164; MLL-CXXC / FITC-HOXA9 DNA fluorescence polarization; Potency, µM (top dose mostly 115 µM), for inactives: at the top dose activity change, negative = inhibition, most hits filed as inhibitors; 290,000 compounds, 0.037% hits; AID 2662; active = well fitted inhibition curve with a large enough effect in the polarisation, with a control signal flat, not every such curve was filed as active; inconclusive = small, poorly fitted or top-dose-only effect, or effect the other way, or a change in a side signal; inactive = no such curve, though single readings can be large or run the other way; the % refers to the polarisation; also: potency is read from the fitted curve at half-maximal effect
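Steps: dispense CXXC domain solution (7 uM) → pin compounds or unlabeled HOX-A9 DNA control → 5 min ambient → add FLSN-HOX-A9 solution (50 nM) → spin → 30 min ambient → fluorescence polarization. Tris pH 7.5/NaCl/DTT/BSA buffer.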
KCNH2 WT inh: blocks the wildtype human KCNH2 potassium channel; Q12809; U2OS, BacMam KCNH2, thallium flux FluxOr; active compounds read low; activity change, % at 1.84 µM; 340,000 compounds, 0.37% hits; AID 720551;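 active = maximum activity change below -70%; inconclusive = maximum activity change between -70% and -50%; inactive = maximum activity change above -50%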; also: % is scaled to controls: 0 for no effect and ±100 for the full control effect
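U2OS cells were transduced with wild-type KCNH2 virus (2.03 x 10^8 / mL) for 4 h at room temperature, then cultured overnight at 37 C. Thallium flux was read with FluxOr dye. Rate constants were normalized to DMSO controls.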
* = called active by the depositor; i = inactive; u = inconclusive; x = no result given; [ ] = another dose, or the depositor's remark. Unless noted, calls follow the shape of the dose curve; as a rule, active = well fitted curve in the direction sought with a large enough effect; inconclusive = small, poorly fitted or top-dose-only effect, or another doubt; inactive = no such curve, though single readings can be large; an effect the other way counts as inactive or inconclusive.

SMILES | TRPV1 agonist | GALK inhibitor | S-ASM inh | Coupling enz | KCNH2 3.1 inh | a7 integrin act | MBNL1-CUG inh | A-T KAP1 phos | CXXC DNA block | KCNH2 WT inh
CCn1c(CC(=O)Nc2ccccc2)nnc1SCC(=O)NC1=NCCS1 | -3 | 1% | -4% | 0 | -12 | -33% | -5% | 6% | 16% | 21
CCCCSCCCNC(=O)c1ccc(CS(=O)(=O)c2ccccc2OC)o1 | 4 | -2% | -1% | 2 | -16 | 20% | 1% | 5% | 11% | -1
N#Cc1nc(-c2ccc(Cl)cc2)oc1NCc1cccc2c1OCO2 | 10 | 3% | 7% | -1 | 24 | 2%[7.66 µM] | 7% | x | 1% | -10
Cc1ccc(S(=O)(=O)CC(O)COc2ccc(C#N)cc2)cc1 (configuration not stated) | 2 | 9% | 0% | -1 | 6 | -241%[inhibitor] | -5% | 3% | 4% | -11
COc1ccc(NC(=S)N(CCCN2CCCC2)Cc2cccn2Cc2ccc(Cl)cc2)cc1Cl | -2 | 2% | -12% | 0 | 3 | -52%[inhibitor] | -5% | 5% | 34%[activator] | 8
O=C(Nc1ncccc1O)c1cccc(S(=O)(=O)N2CCN(c3ccc(F)cc3)CC2)c1 | u | x | -4% | x | 13 | 4% | x | -3% | x | 11
COc1ccc(C=NNC(=O)c2ccccc2OCc2ccc(F)cc2)c(OC)c1 | x | x | 0% | x | 4 | 27% | x | -8% | x | 6
C/C(=N\Nc1ccc(S(N)(=O)=O)cc1[N+](=O)[O-])c1cccnc1 | -1 | 1% | -1% | 4 | -16 | 8% | u | 7% | -4% | -16
CN1/C(=C\C=C2/SC(=S)NC2=O)C(C)(C)c2ccccc21 | u | -1% | -8% | -4 | -13 | -39% | u | 1%[11.5 µM] | u | -22
COc1cccc(N(CC(=O)NCCSc2ccc(Cl)cc2)S(C)(=O)=O)c1 | 2 | -1% | 0% | -1 | 3 | 3% | -8% | 0% | -2% | 23
Cc1ccc(OCCCn2c(=O)sc3ccccc32)cc1 | 26 | 1% | -5% | x | 4 | 7% | 6% | 13% | -3% | -4
CCOC(=O)c1ccc(/C=N/O)[n+](Cc2ccccc2)c1 | -2 | 4% | -2% | 0 | 3 | 44% | u | 2% | 4% | 4
Cc1nc(N2CCN(S(=O)(=O)c3ccccc3C#N)CC2)c2c(-c3ccccc3)csc2n1 | 2 | x | -1% | x | 2 | 14% | x | 6% | x | 0
COc1ccccc1CCNC(=O)c1ccc(NC(=O)CC2SC(N3CCCCC3)=NC2=O)cc1 (configuration not stated) | 1 | x | 4% | x | 5 | -1% | x | 1% | x | 5
Cc1cccc(NC(=O)COC(=O)Cc2cccc(C(F)(F)F)c2)c1C | 22 | 0% | 1% | 0 | -3 | u | -3% | 4% | 2% | 4
CCS(=O)(=O)Nc1ccc(-c2nnc(SCC(=O)c3cccc(OC)c3)o2)cc1 | -2 | 3% | u | -1 | 4 | -9% | 68%[activator] | 4% | -9% | -2
CCC1=CC(c2ccccc2)n2ncnc2N1 (configuration not stated) | x | x | 294%[activator] | x | -3 | -7% | x | x | x | 4
COc1ccccc1NC(=O)N1CCC(C(=O)c2ccc(F)cc2)CC1 | u | 1% | 2% | 0 | -2 | -20% | -5% | 2% | 12% | 2
COc1ccc(CN(CC2CCCO2)S(=O)(=O)c2ccc(-n3cnnn3)c(OC)c2)cc1 (configuration not stated) | 5 | 11% | -7% | 0 | 10 | -10% | -8% | 9% | 2% | 6
COc1ccc2c(c1)C(=O)CCC2c1ccccc1 (configuration not stated) | 0 | 5% | 4% | 1 | -120* | 9% | 3% | 2% | 3% | 8
COc1cccc(C(=O)Nc2ccccc2N2CCOCC2)c1 | 5 | 0% | -1% | 0 | -5 | 23% | -4% | -4% | 2% | 1
CCCCCCC(=O)N/N=C1\CCCc2ccccc21 | 18 | 0% | 0% | -1 | -1 | -15% | -6% | 1% | -5% | 0
CS(=O)(=O)c1ccc(C(=O)NCCN2C(=O)S/C(=C\c3cccnc3)C2=O)cc1[N+](=O)[O-] | 0 | 0% | -1% | -1 | 10 | 0% | u | 5% | u | x
COc1ccc(C(=O)N2CCN(C3CCCCC3)CC2)c(OC)c1 | 2 | -5% | 0% | -2 | -33 | 8% | -7% | 4% | -2% | 27
CC(C)C1CCN(C(=O)C2CCC(=O)N(CCc3ccc(Cl)cc3)C2)CC1 (configuration not stated) | u | -5% | 2% | x | -21 | -31% | 1% | -8% | -1% | 3
COc1ccc(/C=C/C(=O)Nc2ccc(OC)nc2)cc1 | u | x | 2% | -4 | 3 | u | 26% | -7% | 4% | i
Cc1cc(CN2CCC(N3CCC(C(=O)NC4CC4)CC3)CC2)cc(C)c1O | -2 | 1% | 0% | x | -9 | -29% | -4% | -13% | 11% | 9
Cc1nc(NC(=O)/C=C/c2ccccc2)sc1C(=O)Nc1cccc(Cl)c1 | 4 | x | 33% | 9 | -11 | -26% | 23% | 10% | 15% | -8
O=C(C[n+]1ccc2ccccc2c1)c1ccccc1 | 16 | -2% | -4% | -2 | 21 | 0% | u | 1% | 5% | -7
CCNC(=S)NNC(=O)C1CCCCC1 | -3 | 0% | 4% | -1 | 15 | 10% | -2% | 4% | 5% | -12

Entries shown so far that have an aryl thioether with sulfur outside any ring:
SMILES | TRPV1 agonist | GALK inhibitor | S-ASM inh | Coupling enz | KCNH2 3.1 inh | a7 integrin act | MBNL1-CUG inh | A-T KAP1 phos | CXXC DNA block | KCNH2 WT inh
CCn1c(CC(=O)Nc2ccccc2)nnc1SCC(=O)NC1=NCCS1 | -3 | 1% | -4% | 0 | -12 | -33% | -5% | 6% | 16% | 21
COc1cccc(N(CC(=O)NCCSc2ccc(Cl)cc2)S(C)(=O)=O)c1 | 2 | -1% | 0% | -1 | 3 | 3% | -8% | 0% | -2% | 23
CCS(=O)(=O)Nc1ccc(-c2nnc(SCC(=O)c3cccc(OC)c3)o2)cc1 | -2 | 3% | u | -1 | 4 | -9% | 68%[activator] | 4% | -9% | -2

More compounds:
SMILES | TRPV1 agonist | GALK inhibitor | S-ASM inh | Coupling enz | KCNH2 3.1 inh | a7 integrin act | MBNL1-CUG inh | A-T KAP1 phos | CXXC DNA block | KCNH2 WT inh
CCCn1c(C(C)Nc2nc(-c3ccc(C)cc3)cs2)nc2cc(Cl)c(N3CCCCC3)cc21 (configuration not stated) | u | x | -10% | 0 | 13 | -12% | 28% | 3% | 29% | 4
CCN1C(=O)/C(=C2\C=Cc3ccccc3N2CC)OC1=S | x | x | -11% | x | -7 | 13% | x | x | x | 6
CCCCC(=O)Nc1ccc(NC(=O)C2CC2)cn1 | -2 | 1% | 0% | -3 | 8 | 16% | -18% | 3% | -3% | -1
CC(=O)c1cc(-c2ccc(F)cc2)n(CCC(=O)NC(C)(C)C)c1C | u | 1% | 0% | -1 | 6 | -10% | x | -3% | -10% | 13
Cc1ccc(-c2csc(N)n2)s1 | -3 | 1% | 3% | -1 | -36 | 0% | 18% | 17% | -7% | 1
O=C(Nc1ccc(S(=O)(=O)NC2CCCCC2)cc1)c1ccc(Br)o1 | 3 | -2% | -2% | 0 | 2 | -47%[inhibitor] | 18% | -1% | 7% | -25
C=CCOc1cccc(C(=O)Nc2ncn[nH]2)c1 | 0 | -1% | -2% | -3 | -2 | 0% | 2% | -1% | 3% | -9
CC(=O)Nc1ccc(NC(=S)NC(=O)c2ccc([N+](=O)[O-])cc2)cc1 | -1 | 3% | -3% | 2 | 3 | 22% | u | 0% | 6% | 3
COc1ccc(NC(=O)CCN2CC(C)OC(C)C2)c(OC)c1 (configuration not stated) | 0 | 0% | 5% | 1 | -9 | 22% | 0% | 0% | -1% | 10
Cc1ccc(-c2csc(/C(C#N)=C(\O)CCl)n2)cc1 | 23 | 1% | 4% | 7 | -18 | 5% | 78%[activator] | -8% | -8% | 4
O=C(Nc1ccccc1)N1CCN(c2ccccc2)CC1 | x | x | 6% | x | -7 | 18% | x | x | x | 3
CCN(CC)CCCN1C(=O)CSC1c1ccc2c(c1)OCO2 (configuration not stated) | -2 | 0% | 0% | 0 | -9 | 0% | -10% | 2% | 10% | 26
CCN(CC)CC#CCC1(O)c2ccccc2-c2ccccc21 | 1 | x | 3% | 3 | u | 25% | 0% | 4% | -7% | 11
Cc1c(C)n(C(=O)CSc2nccn2C)c2ccccc12 | -1 | 2% | 8% | 3 | -13 | -27% | -2% | 3% | 17% | 2
COc1ccc(S(=O)(=O)N(C)CC(=O)Nc2ccc3c(c2)OCCO3)cc1OC | -3 | -2% | 5% | 5 | -3 | -17% | 4% | -9% | 1% | -8
Cc1cc(C(=O)NCc2ccco2)on1 | x | 2% | 3% | -1 | 15 | 8% | 9% | 14% | 3% | 11
Cc1nc2ccccc2cc1OCc1ccc(Cl)cc1 | 83* | 0% | -14% | -2 | -1 | -32% | -1% | 18% | 2% | 0
